# Screening data deposited in PubChem BioAssay by National Center for Advancing Translational Sciences (NCATS).
# Tau fluor counter = counter-screen for tau fibril formation inhibitors; AID 1463; actives 0.93% (n = 280,000); tau K18 P301L Alexa594 fluorescence, heparin fibrillization; Potency, µM (doses to about 57.7 µM), inactives show top-dose activity change, negative = decrease; also: nearly all actives have a fitted effect of over 55% in size
#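 Human tau K18 P301L (15 uM unlabeled, 0.24 uM Alexa 594-labeled) in 100 mM sodium acetate pH 7 with 20 uM heparin, 6 hr at 37 C. ThT 30 uM added, 1 hr ambient; Alexa 594 FP and total fluorescence read at 555/632 nm.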
# aGal spleen mod = inhibitors or activators of human alpha-galactosidase in spleen homogenate | actives 0.008% (n = 240,000) | AID 2107 | P06280 | human spleen homogenate, 4MU-alpha-Gal fluorescence, 40 min | Potency, µM (series often up to 80 µM), inactives show at the top dose activity change, negative = inhibition, hits mostly inhibitors;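 also: 0% = enzyme with vehicle and -100% = no enzyme basal signal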
# Target sequence (P06280 32-429 limits assumed): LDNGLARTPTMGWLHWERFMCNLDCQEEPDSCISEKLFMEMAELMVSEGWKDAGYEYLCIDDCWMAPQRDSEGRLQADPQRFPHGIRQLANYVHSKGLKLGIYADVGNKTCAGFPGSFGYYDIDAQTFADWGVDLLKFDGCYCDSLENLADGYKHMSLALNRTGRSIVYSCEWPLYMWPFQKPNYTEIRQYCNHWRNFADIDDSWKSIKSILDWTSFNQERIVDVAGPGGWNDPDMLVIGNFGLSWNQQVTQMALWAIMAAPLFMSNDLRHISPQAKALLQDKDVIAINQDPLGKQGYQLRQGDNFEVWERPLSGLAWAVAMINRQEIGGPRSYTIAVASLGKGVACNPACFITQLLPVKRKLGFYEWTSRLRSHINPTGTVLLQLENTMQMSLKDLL
#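 Spleen homogenate 1 ug + cpd (titration) + 4-MU-alpha-D-galactopyranoside 1 mM; 37C 40 min; 50 mM citrate/phosphate pH 5.0, 0.01% Tween-20; stop pH 10; fluorescence 365/440; AC50 via Hill.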
# ALDH1A1 inh = inhibitors of human aldehyde dehydrogenase 1A1; Potency, µM (highest dose often 75.3 µM), inactives show top-dose activity, negative = inhibition, hits mostly inhibitors; actives 7.3% (n = 220,000); Purified ALDH1A1, NADH fluorescence, propionaldehyde substrate; active = well fitted inhibition curve with a large enough effect, not every such curve was filed as active; inconclusive = small, poorly fitted or top-dose-only effect, or another doubt; inactive = no such curve, though single readings can be large or run the other way;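 also: plate controls were no enzyme wells and a reference inhibitor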
# L3MBTL1 block = inhibitors of human L3MBTL1; AlphaScreen L3MBTL1–H3K9me1 peptide binding; Potency, µM (doses to about 57.1 µM), for the others: top-dose activity, negative = inhibition, actives largely listed as inhibitors; actives 0.66% (n = 230,000); AID 485360; also: nearly all actives have a fitted effect of over 60% in size
#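 Read-out is AlphaScreen signal from streptavidin donor and nickel chelate acceptor beads (10 ug/mL final each) bridging L3MBTL1 (50 nM) and biotinylated K9-monomethylated H3(1-15) peptide (75 nM), after 30 min compound exposure at room temperature.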
# Tau FP inhib = tau fibrillization inhibition (FP); AID 1468; K18 P301L tau heparin fibrillization, Alexa594 FP, 6 h; P10636; Potency, µM (top dose mostly 57.7 µM), for inactives: at the top dose activity, negative = inhibition, hits mostly inhibitors; actives 0.39% (n = 280,000); also: nearly all actives have a fitted effect of over 55% in size
# Target sequence (P10636 561-689 P618L limits assumed): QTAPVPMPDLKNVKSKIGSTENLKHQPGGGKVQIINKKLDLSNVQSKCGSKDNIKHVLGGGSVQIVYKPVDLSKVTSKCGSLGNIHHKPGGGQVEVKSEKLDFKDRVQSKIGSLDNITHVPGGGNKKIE
#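 Quantitative HTS format: compounds meet 15 uM recombinant K18 P301L tau and Alexa 594-tau tracer in 100 mM sodium acetate pH 7; 20 uM heparin triggers fibrillization at 37 C over 6 hr; FP gives the signal.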
# Tau fibril ThT = inhibitors of human tau fibril formation, thioflavin T binding. P10636. recombinant tau K18 P301L (four-repeat tau fragment), heparin-induced fibrillization, ThT fluorescence. Potency, µM (doses to about 57.4 µM), for the others: top-dose activity, negative = inhibition, actives largely listed as inhibitors. actives 2.1% (n = 270,000). AID 1460; also: nearly all actives have a fitted effect of over 55% in size
#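 Tau K18 P301L fragment (15 uM unlabeled plus 0.24 uM Alexa 594-labeled) in 100 mM sodium acetate pH 7 with compound, fibrillization induced by 20 uM heparin for 6 hr at 37 C. Thioflavin T (30 uM) added, fluorescence read after 1 hr (ex 450, em 510 nm).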
# TR SRC2 fluor cs = alters Texas Red total fluorescence, flagging assay interference; TRb/SRC2 Texas Red total fluorescence interference; Potency, µM (doses to about 106 µM), without a hit: top-dose fluorescence change, negative = quenching; actives 0.29% (n = 280,000); AID 1479; active = well fitted curve in either direction with a large enough effect; inconclusive = small, poorly fitted or top-dose-only effect
#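 Human TRb ligand-binding domain at 0.6 uM with 20 nM Texas Red SRC2 peptide in Tris buffer containing 1 uM T3 and 5% DMSO, incubated with compound 5 h at ambient temperature. Total fluorescence (555/632 nm) calculated as parallel + 2 × perpendicular.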
# TRb-SRC2 inh = TRbeta-SRC2 interaction inhibition; actives 0.065% (n = 280,000); TRbeta-SRC2 peptide binding, fluorescence polarization; receptor liganded with 1 µM T3; P10828; AID 1469; Potency, µM (top dose mostly 106 µM), inactives show top-dose activity change, negative = inhibition, actives largely listed as inhibitors;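 also: plate controls were bound peptide for no effect and peptide without receptor for full effect; nearly all actives have a fitted effect of over 50% in size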
# Target sequence (P10828 whole entry, looked up): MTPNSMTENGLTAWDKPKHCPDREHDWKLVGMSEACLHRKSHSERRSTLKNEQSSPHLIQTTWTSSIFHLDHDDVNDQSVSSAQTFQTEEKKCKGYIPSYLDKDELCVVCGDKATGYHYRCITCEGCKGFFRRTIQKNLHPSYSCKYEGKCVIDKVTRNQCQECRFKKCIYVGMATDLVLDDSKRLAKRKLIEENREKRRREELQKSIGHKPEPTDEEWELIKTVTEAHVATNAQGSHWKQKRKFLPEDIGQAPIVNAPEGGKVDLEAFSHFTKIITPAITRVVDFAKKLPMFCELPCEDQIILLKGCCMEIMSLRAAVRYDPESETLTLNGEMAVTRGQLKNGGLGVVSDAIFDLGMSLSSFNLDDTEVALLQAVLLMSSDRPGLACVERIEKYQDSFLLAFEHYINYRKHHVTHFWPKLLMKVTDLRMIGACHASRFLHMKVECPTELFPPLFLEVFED
#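 TRb LBD 0.6 uM + Texas Red SRC2 peptide 20 nM, 1 uM T3, Tris buffer w/ 5% DMSO; compound pinned, 5 h RT; FP read ex 555/em 632; normalized to unbound and bound controls.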
# * = called active by the depositor; ? = inconclusive; . = not tested or not shown; & = joins results of further samples; [ ] = dose if it differs, or a comment. Unless noted, calls follow the shape of the dose curve; as a rule, active = well fitted curve in the direction sought with a large enough effect; inconclusive = small, poorly fitted or top-dose-only effect, or another doubt; inactive = no such curve, though single readings can be large; an effect the other way counts as inactive or inconclusive. Unless noted, % is scaled to controls: 0 for no effect and ±100 for the full control effect; potency is read from the fitted curve at half-maximal effect. The order is random, and some 8.5% of all compounds hit somewhere here.
SMILES,Tau fluor counter,aGal spleen mod,ALDH1A1 inh,L3MBTL1 block,Tau FP inhib,Tau fibril ThT,TR SRC2 fluor cs,TRb-SRC2 inh
O=C(Cc1c[nH]c2ccccc12)N/N=C/c1ccc(F)cc1,-15%,2%,17%,1%,13%,-10%,-16%,-2%
COc1ccc(CSc2nnc(SCc3ccc([N+](=O)[O-])cc3)s2)cc1,-15%,10%,-10%,-5%,-5%,-16%,0%,4%
COC(=O)C(Cc1c[nH]c2ccccc12)NC(=O)COc1ccc(Cl)cc1Cl (stereo not given),?,.,.,.,12%,-12%,1%,-1%
Cc1cccc(-n2c(CCN3C(=O)c4ccccc4C3=O)nc3ccccc3c2=O)n1,-11%,-1%,?,4%,-7%,-13%,-1%,-6%
CN(C)c1ccc(-c2nnn(Cc3ccccc3Br)n2)cc1,?,3%,?,-11%,6%,-16%,1%,-11%
COc1ccccc1NC(=O)C1=C(C)Nc2nc(SCc3cc(C)ccc3C)nn2C1c1ccccc1 (stereo not given),-3%,.,.,.,?,6%,-2%,0%
Cc1ccc(S(=O)(=O)c2nnn(CC(=O)Nc3ccccc3C)c2N)cc1,-8%,.,.,.,-9%,0%,-8%,4%
COc1cccc(N=C2C(=O)N3CCCc4cccc2c43)c1,-14%,-2%,0.16µM*,-12%,-4%,?,1%,-1%
Cn1c(SCC(=O)N2CCCc3ccccc32)nnc1-c1ccco1,-10%,0%,2%,6%,-5%,-10%,-2%,3%
O=C(c1ccccc1)N(c1ccccc1)C1C=CS(=O)(=O)C1 (stereo not given),-3%,12%,12%,0%,-7%,-8%,3%,2%
COC(=O)c1ccc2c(c1)N(Cc1cc(C)ccc1C)C(=O)c1ccccc1S2=O (stereo not given),-1%,-4%,14%,8%,2%,-4%,-2%,7%
Cn1c(=NC(=O)c2ccc3c(c2)OCCO3)sc2cc(S(C)(=O)=O)ccc21,-5%&2%,1%,?,.,-5%&-13%,-10%&-5%,-2%&-2%,-2%&0%
CCOc1cc(C#N)c(NC(=O)Cn2nnc(-c3ccc(C)cc3)n2)cc1OCC,-9%,.,.,.,-5%,14%,2%,-1%
COc1ccc(-c2c[n+](CC(=O)OC3CC(C)CCC3C(C)C)c3n2CCC3)cc1 (stereo not given),-9%,3%,0%,2%,8%,?,1%,1%
CC(C)(C)Nc1nc(NN)nc(NC(C)(C)C)n1,-11%,-11%,-8%,-14%,-10%,?,3%,-2%
CN(CCn1ccnc1)Cc1cn(-c2ccccc2)nc1-c1ccc2c(c1)OCO2,-4%,7%,?,-11%,-8%,-3%,-2%[53 µM],7%[53 µM]
O=C(CN1CCN(Cc2ccccc2)CC1)NC(c1ccccc1)c1ccccc1,2%,5%,.,.,4%,-6%,-2%,3%
O=C1NC(=Nc2ccccc2)SC1Cc1ccccc1 (stereo not given),-13%,11%,2%,-26%,-1%[2.34 µM],-4%,4%[53 µM],3%[53 µM]
CCSc1nnc(NC(=O)COc2ccc3ccccc3c2)s1,-5%,19%,-2%,1%,-1%,?,2%,-12%
COc1ccc(/C(C)=N/Nc2ccc(C(=O)O)cc2)c(OC)c1,-2%,3%,-3%,-18%,9%,?,-3%[53 µM],-4%[53 µM]
O=C(N/N=C/c1cccc(OC(=O)c2ccc3c(c2)OCO3)c1)c1cncc(Br)c1,?,1%,1%,9%,?,?,-14%,?
Cn1c(=O)[nH]c(=O)c2c1nc(CN1CCN(c3ccc(F)cc3)CC1)n2CCN1CCOCC1,-10%,4%,.,15%,-2%,-9%,2%,4%
Cc1cc(O)cc(O)c1C=NCc1ccco1,-30%,-13%,2%,-14%,-14%,?,-1%,4%
Cc1c(NC(=O)C2CCCN2S(=O)(=O)c2cccc3nsnc23)cccc1C(=O)O (stereo not given),-4%,0%,37%[activator],0%,-3%,-9%,0%,-4%
Cc1ccc(C)n1N1C(=O)/C(=C\c2ccc(Cl)cc2)SC1=S,-12%,-6%,?,-29%,3%,-15%,1%,-17%
CCn1c(N2CCN(CC(=O)c3c[nH]c4ccccc34)CC2)nc2c1c(=O)[nH]c(=O)n2C,-12%,3%,22µM*,31%[activator],-7%,-12%,1%,-12%
Cc1cc(NC(=O)CSc2nc3ccccc3n2CC(=O)N2CC(C)CC(C)C2)no1 (stereo not given),6%,0%,1%,.,-4%,1%,-1%,5%
CCOC(=O)C1(CCCc2ccccc2)CCN(C(=O)C2=C(C)OCCO2)CC1,-1%,0%,3.2µM*,0%,2%,-5%,-1%,-7%
O=C(NCCc1ccccc1)C1CCN(S(=O)(=O)N2CCCCCC2)CC1,10%,0%,7.1µM*,6%,11%,-6%,-2%,-2%
Cn1nc(C(=O)Nc2cc(F)ccc2F)c2c1-c1ccccc1SC2,2%,.,.,.,0%,4%,-3%,0%
Fc1ccccc1N1CCN(Cc2nnc(-c3ccc4c(c3)OCO4)o2)CC1,-16%,.,.,.,-4%,?,0%,2%
COc1cccc(C2N(c3cccc(Cl)c3)C(=O)C3CCCN32)c1 (stereo not given),-6%,3%,8%,.,-2%,0%,0%,-1%
Cc1ccc2c(c1)SC1=NC(c3ccccc3)(C(F)(F)F)NC(=O)N12 (stereo not given),-12%,-6%,1%,5%,-3%,-10%,-4%,-6%
COC(=O)c1ccc(OCC(=O)Nc2ccsc2C(=O)OC)cc1,12%,-8%,0%,1%,-4%,1%,1%,-1%
O=C(O)c1ccc(-c2ccc(-c3ccccc3)cc2)o1,0%[81.3 µM],-3%[119 µM],?,.,-4%[81.3 µM],-8%[81.4 µM],0%[201 µM],2%[201 µM]
Brc1ccc(CSc2ncnc3nc[nH]c23)cc1,0%,0%,?,48%[activator],1%,1%,0%,0%
Fc1ccc(NC(=S)Nc2ccc(Br)cc2)cc1,-26%,2%,-11%,6%,-14%,?,-10%,9%
O=C(Cn1ncc2c3ccccc3n(Cc3ccccc3)c2c1=O)NC1CCCCCC1,-5%,.,.,.,-3%,-2%,-3%,3%
Cc1ccc(S(=O)(=O)NCCCNS(C)(=O)=O)cc1,-5%,-5%,?,-3%,-10%,-3%,2%,0%
NC(=O)COC(=O)c1sc2cc(F)ccc2c1Cl,-6%,1%,4%,19%,-3%,-4%,1%,-8%
CCOC(O)[C@H]1N[C@@H](c2ccc(Cl)cc2)[C@@H]([N+](=O)[O-])[C@@H]1c1ccccc1 (stereo not given in full),-16%,3%,-1%,8%,2%,-8%,-5%,4%
CC(=O)N1CCc2c(sc3c2c(=O)n(Cc2ccccc2)c(=O)n3Cc2ccccc2Cl)C1,-15%,.,.,.,1%,?,-5%,1%
COc1ccc(CNC(=O)c2ccc(N3CCCC3=O)cc2)cc1,-6%,-4%,-5%,-4%,11%,-9%,1%,-1%
Cn1c(CO)cnc1-c1ccccc1,-6%,4%,.,.,13%,.,-2%,6%
NC(=O)CSc1nnc(-c2cccs2)n1-c1ccccc1,0%,-5%,20%,-1%,3%,-6%,-2%,-3%
COC(=O)c1cc(NC(=O)CCc2c(C)nc3c(c(C)nn3C(C)(C)C)c2C)cc(C(=O)OC)c1,-28%,.,.,.,-15%,3%,-6%,2%
CN1CCN/C1=C(/C(Cl)=C(Cl)Cl)[N+](=O)[O-],-11%,6%,4%,.,?,?,-2%,2%
COc1cc(NC(=O)COc2ccc(-n3ccnc3)cc2)cc(OC)c1,-3%,-9%,8%,-25%,-15%,-11%,2%,2%
CC(=O)Nc1ccc(S(=O)(=O)N2CCSC2c2ccc(Cl)cc2)cc1 (stereo not given),?,2%,-27%,0%,?,-13%,-4%,-1%
CC1(C)C(=O)Nc2ccccc2N1C(=O)CN1C(=O)C(=O)N(C2CCCC2)C1=O,-2%,-12%,?,-11%,7%,-2%,-4%,-5%
COC(=O)Nc1nnc(-c2ccccc2OC)s1,4%,-1%,.,.,-4%,.,0%,4%
COc1cccc(NC(=O)Cn2nnc(C(=O)NCc3cccs3)c2N)c1,-14%,.,.,.,-3%,-12%,-2%,4%
COc1ccc(S(=O)(=O)NC2CCCCC2)cc1-n1cnnn1,4%,-7%,1.6µM*,5%,-2%,8%,-4%,0%
CCOC(=O)c1c(NC(=O)c2cc(C)on2)c2cc([N+](=O)[O-])ccc2n1C,-12%,0%,-4%,6%,0%,-7%,2%,-5%
COc1ccc2nc(Nc3nc(CSc4nnc(C)s4)cc(=O)[nH]3)nc(C)c2c1,-6%,-4%,-9%,11%,-13%,-16%,-9%,-1%
C/C(=C\C(=O)C(F)(F)F)Nc1cc(C)cc(C)c1,-14%,-2%,7%,6%,-7%,-5%,2%,-17%
COC(=O)[C@@]1(Cc2ccc(F)cc2)[C@H]2c3cc(C(=O)N4CCCC4)n(Cc4cc(C)n(C)n4)c3C[C@H]2CN1C(=O)c1ccccc1,-1%,0%,4%,.,8%,-16%,-1%,-2%
Cc1cccc(/N=C/c2sc3ccccc3c2O)n1,25µM*[fluorescent],10%,-11%,-14%,?,5.6µM*,8%,18%
Cc1cc(C)nc(NC2=NCC(=O)N2c2ccc(Cl)cc2)n1,-4%,3%,?,25%,-9%,0%,2%,5%
Cc1ccc(N2CCN(S(=O)(=O)N3CCCCC3)CC2)c(C)c1,-22%,6%,?,11%,1%,?,-1%,-6%
